L3MBTL1 block: qHTS Assay for the Inhibitors of L3MBTL1; AlphaScreen L3MBTL1–H3K9me1 peptide binding; AID 485360, 2010; Potency, µM (titrated, usually from 57.1 µM), for the others: at the top dose activity, negative = inhibition, most hits filed as inhibitors; actives 0.66% (n = 230,000); active = well fitted inhibition curve with a large enough effect; inconclusive = small, poorly fitted or top-dose-only effect; inactive = no such curve, though single readings can be large or run the other way; note: nearly all actives have a fitted effect of over 60% in size
Target sequence (Q9Y468 whole entry, looked up): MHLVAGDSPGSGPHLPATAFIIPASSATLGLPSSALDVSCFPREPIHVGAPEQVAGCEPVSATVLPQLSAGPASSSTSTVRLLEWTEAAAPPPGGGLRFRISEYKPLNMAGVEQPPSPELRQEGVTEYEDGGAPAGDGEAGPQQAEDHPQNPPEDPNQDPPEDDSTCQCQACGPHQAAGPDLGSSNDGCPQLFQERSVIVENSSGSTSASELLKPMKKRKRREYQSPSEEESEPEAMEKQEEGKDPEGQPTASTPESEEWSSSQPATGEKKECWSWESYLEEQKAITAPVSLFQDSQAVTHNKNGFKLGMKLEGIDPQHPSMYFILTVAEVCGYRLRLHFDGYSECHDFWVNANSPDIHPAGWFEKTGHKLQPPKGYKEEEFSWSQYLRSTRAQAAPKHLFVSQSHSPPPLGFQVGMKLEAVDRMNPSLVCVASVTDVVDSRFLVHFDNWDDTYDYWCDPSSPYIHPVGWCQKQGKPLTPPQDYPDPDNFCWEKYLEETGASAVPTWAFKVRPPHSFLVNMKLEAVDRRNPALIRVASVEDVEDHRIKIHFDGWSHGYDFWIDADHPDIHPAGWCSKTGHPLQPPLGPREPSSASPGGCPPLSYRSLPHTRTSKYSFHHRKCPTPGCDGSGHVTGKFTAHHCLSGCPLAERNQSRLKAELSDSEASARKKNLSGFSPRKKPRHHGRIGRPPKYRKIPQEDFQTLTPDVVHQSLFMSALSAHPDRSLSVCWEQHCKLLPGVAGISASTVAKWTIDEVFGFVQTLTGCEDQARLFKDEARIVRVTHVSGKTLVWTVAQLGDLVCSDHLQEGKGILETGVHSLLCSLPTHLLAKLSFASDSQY
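Read-out is AlphaScreen signal from streptavidin donor and nickel chelate acceptor beads (10 ug/mL final each) bridging L3MBTL1 (50 nM) and biotinylated K9-monomethylated H3(1-15) peptide (75 nM), after 30 min compound exposure at room temperature.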
Numbers without * were called inactive; ? = inconclusive; [ ] = another dose, or the depositor's remark. % is set by controls: 0 for no effect and ±100 for the full control effect; potency is the fitted concentration of half-maximal effect. Some of the compounds tested; the hit share may differ from the screen's.

SMILES	L3MBTL1 block
Clc1cccc(CN2CCCCCC2)c1Cl	5%
CC1CCC(NS(=O)(=O)c2ccc(Cl)nc2)CC1 (stereo not drawn)	8%
CCN(C(=O)COc1cc(OC)ccc1C(C)=O)C1CCS(=O)(=O)C1 (stereo not drawn)	-1%
COc1cc(C(=O)N2CCCCC2)ccc1OCC(=O)Nc1ccc(F)cc1	3%
C#CCOCCOCCOCCNc1nc(N2CCN(C(=O)CCCCCCCCCCNC(=O)Cn3cc(CCCCCN)nn3)CC2)nc(N2CCN(C(=O)CCCCCCCCCCNC(=O)[C@H]([C@@H](C)CC)n3cc(CCCCN=C(N)N)nn3)CC2)n1	-4%
CCOc1ccc(/C=N/Nc2cc(N3CCOCC3)nc(C)n2)c(O)c1	-4%
COc1ccc(-c2cc(CCC(=O)N3CCN(c4cc(C)ccc4C)CC3)on2)cc1	-6%
CC(=O)c1ccc(OCCCC(=O)NCc2nnc3ccccn23)cc1	-6%
O=C(CN1CCN(C(=O)c2ccccc2)CC1)NC(=O)NCCC1=CCCCC1	-3%
O=C(O)c1ccccc1-c1ccccc1C(=O)NCc1ccccc1F	2%
COc1cc(/C=N/NC(=O)Cc2ccccc2)cc([N+](=O)[O-])c1O	-1%
COc1ccc(OCC(=O)NC2CCSc3ccccc32)cc1 (stereo not drawn)	-6%
CCOC(=O)C1=C(c2ccccc2)NC(=O)NC1c1cc(OC)c(OC)c(OC)c1 (stereo not drawn)	2%
CCOC(=O)Nc1ccc2c(c1)N(C(=O)CNC)c1ccccc1CC2	-5%
O=C(CNC(=O)c1ccc(Cl)cc1Cl)OC1CCCCC1=O (stereo not drawn)	9%
Cc1c(Cl)cnc(NC(=O)CSc2n[nH]c(N)n2)c1Cl	-4%
COc1ccc(C(=O)N[C@H](C(=O)OCc2nc3ccsc3c(=O)[nH]2)C(C)C)cc1	-6%
OCC[C@@H]1C[C@@H](O)[C@H](O)[C@@]2(OCc3ccccc32)O1	4%
CC(CCc1ccccc1)NC(=O)CCNS(=O)(=O)c1ccccc1 (stereo not drawn)	-5%
CCOC(=O)c1c(C)[nH]c(C(=O)COC(=O)c2ccc([N+](=O)[O-])o2)c1C	-7%
Cc1noc(C)c1NC(=O)N(C)C[C@H]1Oc2c(NC(=O)C3CC3)cccc2C(=O)N([C@H](C)CO)C[C@@H]1C	9%
COc1ccc(CNC(=O)C(=O)N2CCC3(CC2)OCCN3S(=O)(=O)c2ccc(C)cc2)cc1	-1%
COc1ccc(Br)c(C(=O)OCC(=O)N2CCc3ccccc32)c1	9%
CCN(CC)S(=O)(=O)c1ccc(C(=O)N2CCN(C(=O)c3ccco3)CC2)cc1	0%
O=C(Nc1ccc(-n2cnnn2)cc1)c1cccc(S(=O)(=O)N2CCCC2)c1	-4%
CC(OC(=O)c1ccc([N+](=O)[O-])o1)C(=O)Nc1nc(-c2ccc(F)c(F)c2)cs1 (stereo not drawn)	-19%
Cc1ccc(S(=O)(=O)N2CCCCC2)cc1NC(=O)c1cccs1	6%
COc1ccc(NC(=O)COC(=O)c2ccc(S(=O)(=O)N3CCCCCC3)cc2)c(OC)c1	5%
C[C@@H](CSc1ccc(Br)cc1)CN1CC[C@H](C(C)(C)C)CCC1=O	21%
CCN(CC)CCCN=C1N[C@@H](c2cccc(C(F)(F)F)c2)C(C(=O)OC)=C(C)N1CC	13%

Three successive entries already listed:
SMILES	L3MBTL1 block
COc1ccc(NC(=O)COC(=O)c2ccc(S(=O)(=O)N3CCCCCC3)cc2)c(OC)c1	5%
C[C@@H](CSc1ccc(Br)cc1)CN1CC[C@H](C(C)(C)C)CCC1=O	21%
CCN(CC)CCCN=C1N[C@@H](c2cccc(C(F)(F)F)c2)C(C(=O)OC)=C(C)N1CC	13%

Later entries
SMILES	L3MBTL1 block
COC(=O)Cc1csc(NC(=O)c2ccc3ncsc3c2)n1	-10%
Cc1ccc(C)c(SCC(=O)Nc2oc(C)c3c(C)n[nH]c(=O)c23)c1	-8%
CC(C)(Oc1ccc(Cl)cc1)C(=O)OCC(=O)NCCc1ccc(S(N)(=O)=O)cc1	-2%
COc1ccc(/C=C/C(=O)N(C)C2CCS(=O)(=O)C2)cc1 (stereo not drawn)	5%
CC(=O)Nc1ccc(C(=O)Nc2ccc(S(=O)(=O)Nc3nccc(C)n3)cc2)cc1	3%
O=C(O)C1CCCCN1C(=O)c1ccc(S(=O)(=O)N2CCCC2)cc1 (stereo not drawn)	0%
Cc1ccc2c(c1)C1CN(C)CCC1N2S(=O)(=O)c1cccc(C(F)(F)F)c1 (stereo not drawn)	-1%
COc1ccc(C)cc1S(=O)(=O)N1CCN(S(=O)(=O)c2cc(C(=O)O)ccc2C)CC1	4%
C=CCC(NC(=O)Cc1ccccc1)C(=O)NCCC (stereo not drawn)	-2%
CCC(C)Sc1ccc([C@H]2N[C@@](Cc3ccccc3)(C(=O)OC)[C@H]3C(=O)N(CC)C(=O)[C@@H]23)cc1OC (stereo partly drawn)	0%
C=CCOc1c(Br)cc(CNn2c(C)n[nH]c2=S)cc1OC	-8%
CN1CCN(c2ccc(S(=O)(=O)N3CCOCC3)cc2NC(=O)CC(C)(C)C)CC1	0%
CCN(CC)CCCNC(=S)N(CCCO)Cc1cc2cc3c(cc2[nH]c1=O)OCO3	2%[2.29 µM]
O=C(NCc1ccccc1Cl)C1CCCN1C(=O)Nc1ccccc1 (stereo not drawn)	3%
Cc1cccc(C(=O)OCC(=O)N2CCCCCC2)c1O	7%
COc1ccc(CNC(=O)[C@H](C)N2C(=O)N3CCc4c([nH]c5ccccc45)[C@@]3(C)C2=O)cc1OC	1%
CN(C(=O)COC(=O)C12CC3CC(CC(Cl)(C3)C1)C2)C1(C#N)CCCCC1	-2%
CNC(=O)C1CC(=O)N(c2ccc(OCC(=O)Nc3ccc(OC)cc3)cc2)C1 (stereo not drawn)	-6%
COC(=O)c1cc(Oc2ccc(S(=O)(=O)N3CCOCC3)cc2[N+](=O)[O-])cc(C(=O)OC)c1	-7%
COc1cc(Cn2nnc3ccccc32)ccc1O	-2%
O=C(NCc1ccccc1)C1CCCN1S(=O)(=O)c1ccc(Cl)cc1 (stereo not drawn)	-3%
CCN(C(=O)C(=O)c1c[nH]c2ccccc12)c1ccccc1	0%
COc1ccccc1CNC(=O)c1cc(-c2ccccc2C)nn1CC1CC(c2cccnc2)=NO1 (stereo not drawn)	-9%
COc1cccc(CC(=O)Nc2cc(S(=O)(=O)N3CCCCC3)ccc2C)c1	-1%
Cc1cc(C)c(C(=O)COC(=O)c2c(C)noc2C)cc1C	28%
O=c1c2ccccc2nc2oc3ccccc3n12	-4%
O=C(OCC(=O)N1CCN(c2ccccc2)CC1)c1cc(Br)ccc1Cl	-9%
C[C@@]12CCC3[C@@](CCC4[C@@]3(C)CCC[C@@]4(C)C(=O)Nc3ccc(Cl)cc3)(CC1=O)C2 (stereo partly drawn)	1%
COc1cccc(/C=C/C(=O)NNC(=O)c2ccncc2)c1	3%
O=C(NCC(=O)N1CCCCCC1)c1ccc(Cl)cc1	-3%

Reprinted from the part before: seven compounds, followed by the next part.
SMILES	L3MBTL1 block
COc1cccc(CC(=O)Nc2cc(S(=O)(=O)N3CCCCC3)ccc2C)c1	-1%
Cc1cc(C)c(C(=O)COC(=O)c2c(C)noc2C)cc1C	28%
O=c1c2ccccc2nc2oc3ccccc3n12	-4%
O=C(OCC(=O)N1CCN(c2ccccc2)CC1)c1cc(Br)ccc1Cl	-9%
C[C@@]12CCC3[C@@](CCC4[C@@]3(C)CCC[C@@]4(C)C(=O)Nc3ccc(Cl)cc3)(CC1=O)C2 (stereo partly drawn)	1%
COc1cccc(/C=C/C(=O)NNC(=O)c2ccncc2)c1	3%
O=C(NCC(=O)N1CCCCCC1)c1ccc(Cl)cc1	-3%
Cc1nc(-c2ccc(F)cc2)c(CC(=O)N2CCN(S(=O)(=O)c3cccc(Cl)c3)CC2)s1	?
O=C(COC(=O)c1ccccc1Br)NC1CCCCCCC1	1%
O=C(c1cccc(S(=O)(=O)N2CCOCC2)c1)N(Cc1ccco1)Cc1cccs1	-5%
O=C(COC(=O)c1cncc(Br)c1)NCc1cccs1	6%
C=CC[C@@H](CC(=O)N[C@@H](CO)Cc1ccccc1)C(=O)N[C@H](COC(=O)[C@H](CC=C)CC(=O)OC(C)(C)C)Cc1ccccc1	6%
CCOC(=O)C1=C(C2=CCCCC2)c2ccc(OC)cc2N(S(=O)(=O)C(F)(F)F)C1C(=O)OCC (stereo not drawn)	1%
O=C(CSc1nc(=O)n(CCCN2CCOCC2)c2c1CCCC2)Nc1cccc(Cl)c1	4%
CN(Cc1ccccc1)C(=O)COC(=O)c1ccc(Br)c(S(=O)(=O)N2CCOCC2)c1	3%
CC(=O)N/C(=C/c1cccnc1)C(=O)Nc1ccc(Cl)cc1	1%
O=C(COC(=O)c1ncc(Cl)c(Cl)c1Cl)NCCc1ccccc1	2%

Sorted by length of the SMILES (largest number first): part of the list above
SMILES	L3MBTL1 block
Cc1noc(C)c1NC(=O)N(C)C[C@H]1Oc2c(NC(=O)C3CC3)cccc2C(=O)N([C@H](C)CO)C[C@@H]1C	9%
Cc1ccc2c(c1)C1CN(C)CCC1N2S(=O)(=O)c1cccc(C(F)(F)F)c1 (stereo not drawn)	-1%
O=C(COC(=O)c1ncc(Cl)c(Cl)c1Cl)NCCc1ccccc1	2%

Other entries
SMILES	L3MBTL1 block
CCN(C(=O)COC(=O)c1ccccc1OCc1ccc(Cl)cc1)C1CCS(=O)(=O)C1 (stereo not drawn)	5%
COc1ccc(NC(=O)COC(=O)CCNC(=O)c2ccco2)cc1Cl	-6%
CN(C)C1=NC[C@H](Cc2ccccc2)N1CCCC1CCCC1	12%
CC(=O)Nc1ccc(NC(=O)CSc2ncc(C(=O)Nc3ccc(Cl)cc3)c(=O)n2C)cc1	2%
Cc1ccc(NC(=O)COC(=O)CN2C(=O)c3ccccc3C2=O)cc1	5%
CCOC(=O)C1CCCN(S(=O)(=O)c2ccc(S(=O)(=O)N3CCCC3)cc2)C1 (stereo not drawn)	2%
CCOc1cc(C#N)ccc1OCC(=O)N1CCN(C(=O)c2cccs2)CC1	5%
CCC(CC)NC(=O)c1cc(S(=O)(=O)N2CCCCC2)ccc1N1CCOCC1	-9%
CC[C@]12c3[nH]c4cc(CCC(=O)N(C)C)ccc4c3CCN1C(=O)[C@@H](CC(=O)NCCN1CCOCC1)C[C@@H]2C(=O)N1CCN(C(=O)c2ccco2)CC1	18%
CC1(C(=O)OCC(=O)NC(=O)c2ccccc2)CC1(Cl)Cl (stereo not drawn)	-12%
Nc1nnc(SCC(=O)Nc2cccc(Cl)c2)s1	31%[activator]
CC1C(=O)N2CCCc3cc(NS(=O)(=O)c4ccc([N+](=O)[O-])cc4)cc1c32 (stereo not drawn)	-6%
CCN(C(=O)CSc1nc2ccc(Cl)cc2[nH]1)C1CCS(=O)(=O)C1 (stereo not drawn)	-2%
O=C(COc1coc(CN2CCc3ccccc3C2)cc1=O)Nc1ccc(Cl)cc1	-8%
CS(=O)(=O)c1ccc(Cl)c(NC(=O)CSc2nc3ccccc3c(=O)n2Cc2ccco2)c1	4%
CSCCC(NC(=O)c1ccc(Cl)cc1Cl)C(=O)N(C)Cc1nc2ccccc2c(=O)[nH]1 (stereo not drawn)	8%
CCOc1ccccc1NC(=O)c1cc(-c2ccccn2)nc2ccccc12	-2%
COc1ccc(Cl)cc1S(=O)(=O)NCCCn1ccnc1	-3%
Cc1cc(Cl)ccc1NC(=O)COC(=O)c1cc([N+](=O)[O-])ccc1N1CCOCC1	-7%
COc1ccc(NC(=O)C(=O)Nc2cccc3cccnc23)c(OC)c1	3%[2.29 µM]
COCCN(C(=O)CSc1nnc(C)n1-c1ccc(C)cc1)c1c(N)n(Cc2ccccc2)c(=O)[nH]c1=O	6%
O=C(CN1CCN(CC(=O)Nc2ccc(F)cc2)CC1)NCC1(N2CCOCC2)CCCCC1	-6%
CCC(CO)Oc1cc(NCc2cc(C)cc(C)c2)c2ncn(C(C)C)c2c1 (stereo not drawn)	-30%
Cc1ccc(C(=O)Nc2ccccc2C(=O)NCc2ccco2)cc1	-3%
Cc1ccc(S(=O)(=O)N2CCOCC2)cc1C(=O)N1CCN(S(=O)(=O)c2cccc(F)c2)CC1	2%
Cc1cccc(CN2CCSCC2)c1	0%
Cc1cccc(OC(C)C(=O)Nc2cc(S(=O)(=O)N3CCCCC3)ccc2C)c1 (stereo not drawn)	-4%
Cc1ccccc1C(=O)Nc1ccc(N(C)C)c2ccccc12	4%[2.29 µM]
Cc1ccc(Cl)c2c1NC(=O)C2=O	-2%
Cc1ccsc1C(=O)N(C)CC(=O)N(CC(C)C)c1c(N)n(CC(C)C)c(=O)[nH]c1=O	-12%
Cc1cccc(NC(=O)COC(=O)Cc2cccs2)c1C	2%
O=C(OCc1c(-c2ccccc2)ncc2ccccc12)N1CCOCC1	-3%
COc1ccc(C(CNC(=O)c2cccc(NS(=O)(=O)c3ccc(C)c(F)c3)c2)N2CCCC2)cc1 (stereo not drawn)	-5%
O=C(COc1ccc(F)cc1)Nc1nnc(C2CC2)s1	8%
O=C(Cn1cnc2ccccc2c1=O)NCCCN1CCCC1=O	8%
COCCNC(=O)c1cc(-c2ccccc2C)nn1CC1CC(c2cccnc2)=NO1 (stereo not drawn)	38%[activator]
O=C(CN1C(=O)c2ccc([N+](=O)[O-])cc2C1=O)NC1CCS(=O)(=O)C1 (stereo not drawn)	12%

Screens: PubChem, National Center for Advancing Translational Sciences (NCATS)
